# ASAP1 inh – inhibitors of human ASAP1 ArfGAP activity | hit rate 0.19% among 360,000 | Q9ULH1 | inhibition, % at 16.5 µM | ASAP1-stimulated ARF1 GTP hydrolysis, GDP FP detection | AID 624377; in the data active means inhibition above about 25%;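 further: 0% = vehicle with enzyme and substrate and 100% = no enzyme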
# Target sequence (Q9ULH1 325-724 limits assumed): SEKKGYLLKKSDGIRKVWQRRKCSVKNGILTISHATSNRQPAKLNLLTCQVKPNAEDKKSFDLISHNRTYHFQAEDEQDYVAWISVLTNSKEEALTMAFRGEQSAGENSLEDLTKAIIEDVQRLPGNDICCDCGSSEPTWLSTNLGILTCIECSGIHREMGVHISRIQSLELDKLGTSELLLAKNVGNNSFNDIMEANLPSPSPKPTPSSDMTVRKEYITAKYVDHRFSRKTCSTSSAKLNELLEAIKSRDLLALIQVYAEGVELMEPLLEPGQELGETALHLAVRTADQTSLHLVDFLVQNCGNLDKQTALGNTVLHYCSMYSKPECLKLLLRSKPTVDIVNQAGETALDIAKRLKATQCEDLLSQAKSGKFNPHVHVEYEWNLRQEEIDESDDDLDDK
# DDE Tn6 FP inh – DD(E)-Tn6 binding inhibition, primary FP screen; hit rate 0.21% among 370,000; Fibrin DD(E) TRITC-Tn6 fluorescence polarization displacement; inhibition, % at 8.3 µM; P02675; AID 720509;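 active means inhibition above a per-campaign cutoff: mean of compounds within control limits plus 3 SD, cut at about 15% in these data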;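 further: 0% = median of all compound wells on the plate and 100% = blocking peptide control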
# ARFGAP1 inh – rat ARFGAP1 inhibition; Q62848; Arfgap1-stimulated ARF1 GTP hydrolysis, GDP FP detection; inhibition, % at 16.5 µM; hit rate 0.26% among 360,000; AID 651572;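 active means inhibition above a per-plate limit, mean inhibition of low control wells plus 3 SD, cut at about 25% in these data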;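 further: 0% = DMSO wells with enzyme and 100% = wells lacking Arfgap1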
# Target sequence (Q62848 1-136 limits assumed): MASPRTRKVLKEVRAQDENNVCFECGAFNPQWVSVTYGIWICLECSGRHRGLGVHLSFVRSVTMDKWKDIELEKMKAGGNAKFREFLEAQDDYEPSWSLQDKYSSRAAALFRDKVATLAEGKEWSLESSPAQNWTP
#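 Assay system: Rat Arfgap1 GAP domain (His6, aa 1-136), purified enzyme | Buffer or medium: HEPES 25 mM pH 7.5, NaCl 150 mM, MgCl2, DTT | Schedule: GTP hydrolysis reaction 2 h at 25 °C | Signal: FP of antibody-bound GDP Alexa 633 tracer, ex 620/em 688 nm | Measure: Percent inhibition of Arfgap1-stimulated GTP hydrolysis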
# rCAG binder – r(CAG) repeat RNA binding; TO-PRO-1 dye displacement fluorescence; inhibition, % at 3 µM; hit rate 1.3% among 370,000; AID 651821;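 active means inhibition above the plate cutoff, the mean of all test compounds on that plate plus 3 SD, cut at about 35% in these data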;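 further: 0% = DMSO alone and 100% = 100 µM mitoxantrone as full dye displacement; higher means more dye released from RNA so lower well fluorescence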
# GC-B act – GC-B (human) receptor activation; P20594; HEK293-GC-B cells, CNP EC30, cGMP TR-FRET; 0% at EC30 CNP, 100% saturating CNP; activation, % at 10 µM; hit rate 0.11% among 370,000;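 active means activation at 10 µM reaching about 35% in either raw or pattern-adjusted values, limit read from the data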
# HGIII-sPLA2 inh – Blocks human group III sPLA2 activity. Q9NZ20. QFRET BODIPY PC-A2 liposome hydrolysis, fluorescence. inhibition, % at 12.2 µM. hit rate 0.56% among 370,000;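 active means inhibition above mean plus 3 SD of compounds lying within the high and low control bounds, cut at about 19% in these data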;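 further: 0% = median of test compound wells and 100% = no enzyme DMSO wells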
# KLK7 zymogen act – activators of human kallikrein-7 zymogen | P49862 | hit rate 0.9% among 370,000 | activation, % at 7 µM | purified proKLK7, EDANS-DABCYL substrate fluorescence; 100% is mature enzyme control, 0% vehicle;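 active means activation above the mean of all tested compounds plus 3 SD, computed per campaign excluding outliers beyond control limits, cut at about 13% in these data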
# Target sequence (P49862 whole entry, looked up): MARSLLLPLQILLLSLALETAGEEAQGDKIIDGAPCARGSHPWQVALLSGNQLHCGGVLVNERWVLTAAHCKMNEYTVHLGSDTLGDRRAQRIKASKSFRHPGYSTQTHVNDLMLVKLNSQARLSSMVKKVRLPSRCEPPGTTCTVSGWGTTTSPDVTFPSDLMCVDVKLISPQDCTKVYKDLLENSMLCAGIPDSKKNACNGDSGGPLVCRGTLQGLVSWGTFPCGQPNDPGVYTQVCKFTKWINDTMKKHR
# NPR1 activator – GC-A (human) enzyme activation; P16066; HEK293 GC-A cells, cGMP TR-FRET, EC30 ANP; 0% at EC30 ANP, 100% saturating ANP; activation, % at 10 µM; hit rate 0.14% among 370,000; in the data active means activation above about 40%
# GAA850 FXN act – frataxin GAA850 promoter activation | HEK293 lucGAA850 FXN promoter luciferase reporter, 24 h; percent of 10 µM SAHA response | hit rate 0.56% among 360,000 | activation, % at 6 µM | AID 540364;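 active means activation above the average of all compounds screened plus 3 SD, cutoff fixed separately per campaign, cut at about 7.5% in these data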;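 further: 0% = DMSO wells and 100% = 10 µM SAHA wells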
# ADAM10 inh – ADAM10 inhibition, QFRET primary screen | O14672 | recombinant ADAM10, EDANS/DABCYL FRET peptide cleavage, 3 h | inhibition, % at 7 µM | hit rate 0.62% among 370,000 | AID 720582;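 active means inhibition above a per-campaign cutoff equal to the mean of compounds falling between control-based bounds plus 3 SD, cut at about 20% in these data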;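 further: 0% = DMSO wells while the 100% control is not disclosed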
# * = called active by the depositor; . = no result given.
No.	Molecule	ASAP1 inh	DDE Tn6 FP inh	ARFGAP1 inh	rCAG binder	GC-B act	HGIII-sPLA2 inh	KLK7 zymogen act	NPR1 activator	GAA850 FXN act	ADAM10 inh
1	CN1CCN(C(=O)C2(NC(=O)Nc3cccc(F)c3)CCCCC2)CC1	0.1	1.9	14.5	4.2	-4.6	5.2	-0.8	-1.4	2.3	-6.4
2	CCCNC(=O)C1(CC2CC(c3ccccc3)=NO2)CCN(C(=O)c2cc(OCC)c(OCC)c(OCC)c2)CC1 (stereo not drawn)	-15.9	-5.0	-5.5	1.8	3.5	-9.6	-0.7	0.5	-2.2	7.3
3	CC(C)c1ccc(/C=N/NC(=O)CC(=O)NC2CCCCC2)cc1	3.7	-0.8	5.5	-5.0	0.9	-15.0	0.3	-2.7	3.4	0.2
4	Cc1ccccc1S(=O)(=O)Cc1ccc(C(=O)N2CCN(c3ncccn3)CC2)o1	-3.1	11.8	-6.9	-3.6	1.5	-0.6	-0.1	0.8	-2.7	-1.6
5	O=C(c1ccccc1F)N1CCN(Cc2ccccc2F)CC1	-19.7	1.9	6.8	-1.2	1.5	5.8	0.1	5.1	-1.9	-7.5
6	CC1CC(C)CN(c2ccc(C(=O)OCC(=O)NC3CCCc4ccccc43)cc2[N+](=O)[O-])C1 (stereo not drawn)	11.8	-10.9	2.5	-2.6	-3.2	-1.7	-0.2	-7.7	-0.8	4.6
7	CCOc1ccc(NC(=O)CCC(=O)c2ccc(OC)cc2)cc1	-2.7	-1.9	-3.9	-5.6	-3.9	6.6	-0.4	-2.1	-0.9	-4.5
8	O=C(NCCC1CCCCN1S(=O)(=O)c1ccc(Cl)cc1)C(=O)NCc1cccnc1 (stereo not drawn)	0.5	10.2	0.7	-7.2	-4.1	-0.4	-0.1	0.0	1.1	-1.1
9	CCOCCCNC(=O)CCCOc1ccccc1	-0.5	5.2	-3.9	-0.4	1.1	0.4	-0.1	-1.2	-0.5	1.4
10	Cc1ccc(S(=O)(=O)N2CCOCC2)cc1NC(=O)c1cc2ccccc2oc1=O	-2.0	6.4	-5.0	0.6	1.5	-3.5	0.2	1.9	0.9	-2.5
11	Cc1ccccc1NC(=O)c1c(C)[nH]c(=S)c(C#N)c1-c1ccc(Cl)cc1	-12.4	9.0	10.0	15.4	1.0	9.0	-0.5	3.2	-1.4	4.1
12	Cc1ccc(S(=O)(=O)N2CCC(C(N)=O)CC2)c(C)c1C	1.3	-3.3	5.3	-1.1	1.5	10.3	0.9	0.6	2.7	3.3
13	OC(CC(O)c1ccccc1)c1ccccc1 (stereo not drawn)	6.4	-0.6	-1.1	-2.4	-6.2	4.9	0.1	-4.2	-0.5	-17.2
14	CCS(=O)(=O)Nc1ccc2c(c1)C(=O)N(C)[C@@H]1CC[C@H](CC(=O)N[C@@H]3CCN(Cc4ccccc4)C3)O[C@H]1CO2	.	-2.5	.	8.7	0.8	20.0*	0.2	1.2	.	-14.1
15	COc1ccc(OC)c(NC(=O)CN2C(=O)c3ccccc3S2(=O)=O)c1	-6.2	10.4	-1.3	-2.9	6.3	8.8	-0.1	1.9	-0.6	2.9
16	CC(=O)c1c[nH]c(C(=O)NCC2CCCO2)c1 (stereo not drawn)	-10.5	-1.3	2.2	-1.1	0.5	3.9	40.1*	5.7	-1.1	-5.7
17	COc1cccc(C(=O)OCCCN(C)C)c1	2.4	3.7	-3.2	3.0	-3.3	3.2	0.1	3.3	0.5	-6.2
18	CC1CC(C)CN(C(=O)Cn2c(=O)n(CCCCC(=O)NC3CCCC3)c(=O)c3ccccc32)C1 (stereo not drawn)	-9.7	4.6	3.4	-6.4	-4.5	-0.4	0.6	1.2	0.3	12.2
19	O=C(CSc1ccccc1)N1CCN(S(=O)(=O)c2ccccc2)CC1	14.0	2.5	0.9	-0.1	-2.9	-10.3	-0.9	4.0	0.9	-10.6
20	O=C(Nc1nnc(S(=O)(=O)Cc2ccc(F)cc2)s1)c1ccccc1F	6.6	4.1	-10.4	17.9	0.1	-6.0	0.0	-2.2	0.3	-4.4
21	O=C(Nc1ccc(F)cc1F)c1cccc(S(=O)(=O)N2CCCCC2)c1	-1.6	-3.3	-3.4	-1.7	6.3	-0.9	0.1	-0.1	2.0	1.9
22	Cc1cccc2cc(CN(CCCO)C(=O)Nc3ccccc3Cl)c(=O)[nH]c12	-0.9	3.2	15.6	1.3	7.0	-5.7	-0.1	7.2	1.9	-22.6
23	CCOC(=O)C1CCCN(Cc2nc(N)nc(Nc3ccccc3OC)n2)C1 (stereo not drawn)	-9.2	1.1	10.9	0.9	-2.1	-1.3	-0.1	-0.9	0.4	-14.7
24	CCCSC1=C(C#N)C(c2ccc(Cl)cc2Cl)CC(=O)N1 (stereo not drawn)	11.3	-1.6	-9.9	2.3	1.3	0.8	-0.1	-6.5	1.8	5.3
25	Cc1ccc(N(CC(=O)N/N=C/c2cccnc2)S(=O)(=O)c2ccccc2)cc1	-2.0	-3.3	0.6	2.3	-13.5	-7.0	-0.5	-6.1	-0.7	3.9
26	CCOC(=O)[C@]12CCCC=C1N(Cc1ccc(OC)cc1)C(=O)[C@@H]2CC(=O)N1CCSCC1	.	13.1	.	0.0	3.2	0.8	-0.1	-4.5	.	0.6
27	NNC(=O)COc1ccc(F)cc1	6.8	1.0	7.8	-0.1	7.7	5.1	0.1	2.0	1.4	-12.3
28	CCC(=O)Nc1cccc(-c2nc3ccccc3o2)c1	1.6	1.7	0.9	-1.4	1.7	-3.6	0.7	6.5	-0.2	-11.3
29	COc1ccc(CCNCC(=O)N2C(C)CCCC2C)cc1OC (stereo not drawn)	-11.8	-9.0	-6.7	-4.1	3.0	-2.7	-0.6	-3.0	0.6	-3.2
30	O=C(CN1C(=O)S/C(=C\c2ccccc2F)C1=O)NCCCn1ccnc1	2.7	-4.3	-15.4	3.1	3.2	1.3	-0.9	1.4	-1.2	-3.4
31	O=C1CCN(Cc2ccc(O)cc2)CCN1[C@H](CO)c1ccccc1	4.2	2.0	2.6	-4.2	1.9	0.0	0.5	-3.1	0.1	1.7
32	C#Cc1ccc([C@@H]2C=C(C(=O)O)O[C@H](OCCCCO)C2)cc1	-5.5	-1.1	-5.5	7.8	4.3	-3.1	-0.7	0.2	-2.2	-3.7
33	CC(C(=O)NC1CCCCCC1)c1ccc([N+](=O)[O-])cc1 (stereo not drawn)	8.7	10.9	-6.4	-0.6	1.9	-4.9	0.3	-2.1	1.8	2.9
34	COc1ccccc1N1C[C@@H]2C[C@@H](c3ccco3)N3CCC[C@@]23C1=O	-9.7	-1.4	1.7	-2.6	-4.0	2.4	-0.1	-3.5	-2.3	-3.6
35	CCOC(=O)c1[nH]c(C)c(C(=O)NC2CCCCC2)c1C	5.1	-4.9	1.1	0.7	3.8	0.5	0.5	-2.6	1.0	0.6
36	O=C1CC(c2ccc(F)cc2)Sc2ccccc2N1 (stereo not drawn)	-0.3	2.1	-4.6	-1.7	2.5	3.8	-0.5	-2.9	3.6	3.8
37	c1coc(CNc2ncnc3nc[nH]c23)c1	-14.4	0.1	12.5	4.3	1.5	0.8	0.8	0.5	0.9	7.4
38	CC1=NN(C(C#N)c2ccc(F)cc2)C(c2ccccc2)C1 (stereo not drawn)	-1.7	-3.9	-1.6	-2.6	-5.0	8.0	0.2	-0.2	1.1	3.8
39	O=C(CCCN=C1NS(=O)(=O)c2ccccc21)OCc1ccc(F)cc1	-5.6	3.0	-13.6	-0.7	-2.1	1.6	0.2	-5.1	1.7	-0.3
40	O=C(O)c1ccc(-n2c(=O)c3ccccc3c3ccccc3c2=O)cc1	-9.9	9.6	-1.4	2.1	-1.2	1.3	-0.6	1.7	0.9	-0.5

# Record cards (already shown).
# Shown for CCOC(=O)c1[nH]c(C)c(C(=O)NC2CCCCC2)c1C = ASAP1 inh: 5.1; DDE Tn6 FP inh: -4.9; ARFGAP1 inh: 1.1; rCAG binder: 0.7; GC-B act: 3.8; HGIII-sPLA2 inh: 0.5; KLK7 zymogen act: 0.5; NPR1 activator: -2.6; GAA850 FXN act: 1.0; ADAM10 inh: 0.6
# Shown for c1coc(CNc2ncnc3nc[nH]c23)c1 = ASAP1 inh: -14.4; DDE Tn6 FP inh: 0.1; ARFGAP1 inh: 12.5; rCAG binder: 4.3; GC-B act: 1.5; HGIII-sPLA2 inh: 0.8; KLK7 zymogen act: 0.8; NPR1 activator: 0.5; GAA850 FXN act: 0.9; ADAM10 inh: 7.4

# (next part)
No.	Molecule	ASAP1 inh	DDE Tn6 FP inh	ARFGAP1 inh	rCAG binder	GC-B act	HGIII-sPLA2 inh	KLK7 zymogen act	NPR1 activator	GAA850 FXN act	ADAM10 inh
41	COCCn1c(SCc2ccccc2Cl)nc2c1c(=O)[nH]c(=O)n2C	7.8	9.8	-1.6	-6.9	2.1	6.1	-0.3	1.9	6.5	-0.6
42	O=C(NCc1ccccn1)C1Nc2ccc(OC(F)(F)F)cc2C2C=CCC12 (stereo not drawn)	5.9	1.6	-5.5	37.1*	1.9	4.9	-0.8	-0.2	1.9	-11.8
43	O=C(COc1ccc(Br)cc1)OCC(=O)c1ccc[nH]1	-5.3	-2.1	1.3	2.6	-2.5	10.2	-0.1	0.7	0.8	-8.4
44	C[C@H]1CN([C@@H](C)CO)C(=O)CCCn2cc(nn2)CO[C@@H]1CN(C)C(=O)c1ccncc1	-6.9	6.8	-4.6	1.0	3.4	6.7	-0.6	2.4	0.4	-7.7
45	Fc1ccc(NC(=S)N/N=C/c2cccc(Br)c2)c(F)c1	7.9	0.4	10.8	-1.7	-8.7	8.5	-0.7	2.6	3.0	-1.2
46	COCCNC(=O)c1ccccc1NC(=O)c1ccc(OC)c(OC)c1	1.1	6.8	17.5	-5.0	5.8	-0.2	-0.8	2.1	0.4	-2.0
47	c1ccc2c(-n3cnnn3)cccc2c1	2.2	-4.7	7.7	-1.6	1.5	1.3	-0.2	-5.5	0.2	-4.7
48	CC1(C)CC(=O)c2cnc(NC(=O)CSC(=S)N3CCCCC3)nc2C1	6.0	-3.4	-1.5	-2.9	1.2	14.4	0.1	0.7	1.5	-3.0
49	Cc1ccc(Oc2ncccc2NC(=O)CCCC(=O)O)c2c1CCC2	4.5	3.4	4.9	-1.2	3.1	3.0	0.5	1.1	0.1	3.0
50	Cc1nc(NC(=O)c2c(-c3ccccc3)noc2C)sc1C(=O)N(C)C	-4.1	7.3	-11.0	-1.7	2.3	-2.7	0.5	1.6	3.3	-7.5
51	CCOc1ccc(N2C(=O)CC(N3CC(C)OC(C)C3)C2=O)cc1 (stereo not drawn)	-1.7	3.5	1.0	-3.2	6.7	3.5	0.0	2.5	1.1	6.4
52	CCc1ccc(CNC(=O)c2ccc(OC3CCN(C(C)=O)CC3)c(OC)c2)nc1	0.0	3.3	2.7	-8.1	-9.8	3.0	-0.2	-2.1	1.9	-6.2
53	O=C(NC(=S)N1CCN(c2ccc(F)cc2)CC1)c1cccs1	12.6	1.7	-8.6	4.9	0.4	11.2	-0.1	-1.6	0.5	-3.9
54	CCCCCOC(=O)C1=C(C)NC(=O)NC1c1ccc([N+](=O)[O-])cc1 (stereo not drawn)	-2.9	2.7	-1.6	-2.9	-8.1	0.7	0.7	-12.1	-0.8	11.0

# Looked up above.
# cpd 54 in GAA850 FXN act: -0.8
# cpd 52 in GC-B act: -9.8
# cpd 53 in ADAM10 inh: -3.9
# cpd 51 in HGIII-sPLA2 inh: 3.5

# Screening results as filed in PubChem BioAssay.
